Compound activity (PubChem BioAssay)
S3 lipid droplet = qHTS Assay for Lipid Storage Modulators in Drosophila S3 Cells; Potency in µM for hits, for the others lipid storage change, negative = inhibition, % at the top dose, mostly 46.1 µM; Drosophila S3 cells, BODIPY lipid droplet fluorescence, 18-24 h; cells fed with added oleic acid; 320,000 tested, 0.64% active; AID 2685; active means well fitted inhibition curve with a large enough effect in the signal ratio, with a control signal flat, not every such curve was filed as active; inconclusive means small, poorly fitted or top-dose-only effect, or effect the other way, or a change in a side signal; the % refers to the signal ratio
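Drosophila S3 cells loaded with oleic acid (400 uM, as added) and compounds at several concentrations; lipid droplets imaged by 488-nm laser-scanning cytometry, 500–530 nm intensity and object ratio to cell channel. Percent activity normalized to 20 uM Triacsin C.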
S3 lipid droplet cell count max = further read-out of S3 lipid droplet, marked with its call; cell number change, %; measured here: cell count max response;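 cells counted by Cell Tracker Red CMTPX staining in the red channel; peak over a dose series mostly up to 46.1 µM; percent activity relative to internal control wells on each plate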
Active calls of the source: *; i = inactive; ? = inconclusive; . = not tested or not shown; [ ] = remark or other dose. On the % scale 0 is the no-effect control and ±100 the full control effect; potency means the concentration at half of the fitted maximal effect. These rows are one share of the data. The share of hits here may be higher or lower than overall.

SMILES | S3 lipid droplet | S3 lipid droplet cell count max
Cc1ccccc1CSc1ncc(C#N)c(N)n1 | 9% | 1
COC(=O)c1ccc(NCC(=O)c2ccccc2)cc1 | ? | .
CCCCn1c(N)c(N(CCOC)C(=O)c2cccc(S(=O)(=O)N(CC)c3ccccc3)c2)c(=O)[nH]c1=O | ? | .
CCCCCCN(C(=O)CCCCCN1C(=O)NC(c2ccc(Cl)cc2)C(C(=O)OCc2ccccc2)=C1C)C(C(=O)NCCCC)c1ccc(OCC(=O)OC)c(C(=O)OC)c1 (centres undefined) | ? | .
Cc1sc2nc(CSCC(=O)NC3CCCCC3)[nH]c(=O)c2c1C | ? | .
CS(=O)(=O)N1CCc2cc(-c3csc(NCC4CCCO4)n3)ccc21 (centres undefined) | 25% | 10
Cc1ccc(NC(=O)NC2CCCCC2)cc1Cl | ? | .
CC/C(=N/Nc1cccc(Cl)c1)c1cnnc(SC)n1 | ? | .
CCc1cc2c(NC(Cc3ccccc3)C(=O)O)nc(C)nc2s1 (centres undefined) | ? | .
O=C(/C=C/c1cccc(Oc2ccccc2)c1)N1CCOCC1 | 2% | -6
Cc1nc(SCC(=O)c2c(N)n(C3CC3)c(=O)[nH]c2=O)[nH]c(=O)c1CCO | 19% | -10
CC(C)C(=O)NC(NC(=O)C(C)C)c1ccc([N+](=O)[O-])cc1 | ? | .
O=C(CNCCCO)Nc1cc(C(F)(F)F)cc(NC(=O)CNCCCO)c1Cl | ? | .
O=C(NC(=S)Nc1cccc([N+](=O)[O-])c1)c1ccccc1 | 11% | 2
CC1(C)CC(=O)C=C(c2ccc(F)cc2OCc2ccccc2)C1 | ? | .
CC(=O)NC1(c2cccc(F)c2)CCN(C(=O)Nc2ccc(C#N)cc2)CC1 | 7% | 8
Cc1cccc(CS(=O)(=O)c2ncc(Cl)c(C(=O)Nc3ccc(F)cc3)n2)c1 | ? | .
O=C(CCC1CCCCC1)NCCN1C2=NC[C@H](Cc3ccccc3)N2C[C@H]1Cc1ccc(O)cc1 | -7% | -23
COc1ccc(C)cc1NC(=O)c1cc2c(=O)n3ccccc3nc2n1C | ? | .
CCC(C)(C)C1CCc2[nH]nc(C(=O)NCc3ccccn3)c2C1 (centres undefined) | ? | .
COc1ccc(NC(=O)/C(C#N)=C/c2ccc(-c3ccc(Cl)c(C(=O)O)c3)o2)cc1 | ? | .
COc1ccc(C)cc1C1=Nc2ccccc2C1(C)C | ? | .
CCCCN(C(=O)COC(=O)c1nc2nc(C)cc(C)n2n1)C1CCS(=O)(=O)C1 (centres undefined) | -8% | 18
CCn1c(SCC(=O)c2cc(OC)ccc2OC)nnc1C1CC1 | ? | .
CN(C)S(=O)(=O)c1ccc(-c2csc(N/N=C/c3ccco3)n2)cc1 | -12% | 1

Brought forward from above: three entries; new compounds follow.
SMILES | S3 lipid droplet | S3 lipid droplet cell count max
CCCCN(C(=O)COC(=O)c1nc2nc(C)cc(C)n2n1)C1CCS(=O)(=O)C1 (centres undefined) | -8% | 18
CCn1c(SCC(=O)c2cc(OC)ccc2OC)nnc1C1CC1 | ? | .
CN(C)S(=O)(=O)c1ccc(-c2csc(N/N=C/c3ccco3)n2)cc1 | -12% | 1
CCOC(=O)C1CCCCN1Cc1cn(C)nc1-c1ccccc1F (centres undefined) | ? | .
CCCn1c(=O)c(C(=O)NCC2CCCO2)c(O)c2ccccc21 (centres undefined) | 6% | 12
Cc1ccc(OCc2ccc(C#N)cc2)c(C(=O)c2cc(C#N)c(=O)n(C3CC3)c2)c1 | -5% | -14
CCCc1nc2c(s1)CCc1onc(-c3ccc(Cl)cc3)c1-2 | i | -9
O=C(CNC(=O)c1cccs1)NCC(=O)OCc1c(F)cccc1Cl | ? | .
CCc1nc(-c2ccccc2)c2ccccn12 | ? | .
O=C(COc1ccccc1)OCC(=O)c1ccc(O)cc1O | ? | .
O=C(/C=C/c1ccccc1)c1ccc2c(c1)OCCCCO2 | -15% | 17
CC1(C)CC(=O)C(C2(O)C(=O)Nc3ccccc32)CO1 (centres undefined) | 0% | 18
CC(C)CCN1CCN(CCCc2ccccc2)CC1CCO (centres undefined) | ? | .
CCC(C)(C)n1nnnc1C(c1cc(OC)ccc1OC)N1CCN(Cc2ccccc2)CC1 (centres undefined) | -4% | 3
Cc1csc(NC(=O)c2c(O)c3cccc4c3n(c2=O)CCC4)n1 | ? | .
O=C(C1CCN(S(=O)(=O)c2ccc(Br)cc2)CC1)N1CCOCC1 | i[0.369 µM] | -6
COc1ccc(N2CCN(C(=O)C3CCN(S(=O)(=O)c4ccccc4)CC3)CC2)cc1 | 17% | 21
CCN(CC(=O)NC(C)C)C(=O)c1ccc(S(=O)(=O)N(C)c2ccccc2OC)cc1 | ? | .
O=C(CCC(=O)N1CCCC1)Nc1nnc(C2CCCCC2)s1 | ? | .
Cc1ccnc(N2CCCC(C(=O)Nc3cc(F)ccc3C)C2)n1 (centres undefined) | ? | .
CN(Cc1nc(-c2ccccn2)no1)S(=O)(=O)c1ccccc1 | i | .
Cn1ncc([N+](=O)[O-])c1C(=O)N1CCOCC1 | 10% | 14
COc1ccc(/C=C/C(=O)Nc2ccc(N3CCOCC3)cc2)cc1 | ? | .
CCn1nnc(NC(=O)c2ccc(-c3ccccc3[N+](=O)[O-])o2)n1 | ? | .
Cc1cccc(NS(=O)(=O)c2cccc(C(=O)NCC(c3ccco3)N(C)C)c2)c1 (centres undefined) | -21% | 25
O=C(Nc1ccc(Cl)cc1)c1cnc(-c2ccccc2)nc1-c1ccccc1 | ? | .
Cn1c(-c2ccccc2)nc2cnccc21 | ? | .
O=C(Cc1ccccc1)Nc1cccc(NC(=O)c2ccccc2)c1 | i | 22

New compounds follow:
SMILES | S3 lipid droplet | S3 lipid droplet cell count max
CCCN(Cc1ccccc1)C(=S)Nc1cccc(C)c1C | -9% | 14
O=C(Nc1ccccc1C(=O)N1CCCC1)C1CCN(c2ncccn2)CC1 | 9% | 18
Cc1cc(C(=O)N/N=C2\CCCC(=O)C2)c(C)n1-c1ccccc1 | 10% | 2
O=C(c1ccccc1)c1nn(-c2ccccc2)c2nnc(Cc3ccccc3)c(=O)n12 | -15% | -12
COC(=O)CCSC(=S)N1CCOCC1 | -12% | -2
O=C(N/N=C/c1ccco1)C1(O)c2ccccc2-c2ccccc21 | -26% | -14
COc1ccc(CN(C(=O)COc2ccccc2)c2ccccc2C(=O)O)cc1 | ? | .
Cc1cc(-c2nc3ncccc3o2)ccc1NC(=S)NC(=O)C(C)C | ? | .
CC(C)(C)c1ccc(N2C(=N)SCC2=O)cc1 | 18% | 1
O=C(CCC(=O)Nc1ccc(F)cc1)N/N=C/c1cccc(Br)c1 | ? | .
COc1ccc(N2CCN(S(=O)(=O)c3ccc4c(c3)OCCO4)CC2)cc1 | 22% | 7
COc1ccc(-c2noc(N3CCC(C(=O)NCCCN4CC(C)CC(C)C4)CC3)n2)cc1 (centres undefined) | 2% | .
CCC[N+]1(CC#CCC(c2ccccc2)c2ccccc2)CCCCC1 | ? | .
N#Cc1ccccc1Sc1ccccc1C(=O)OCC(=O)NC1CCCCC1 | ? | .
C=CC[C@]12CCc3sccc3C1N(c1ccc(C(=O)OCC)cc1)C2=O (some centres undefined) | ? | .
CCc1nnc(NS(=O)(=O)c2ccc(NC(=S)NC(=O)c3cccnc3)cc2)s1 | 20% | 11
Cc1ccc(S(=O)(=O)N2CCN(C(=O)Cc3ccc4c(c3)OCCO4)CC2)cc1C | ? | .
CC1=C(C(=O)OCc2ccc3c(c2)OCO3)C(c2cccc([N+](=O)[O-])c2)NC(=O)N1 (centres undefined) | ? | .
O=c1cc2c(n[nH]1)CCCC2 | 0.58µM* | -2.0*
Cc1cccc(CNC(=O)c2cc(S(=O)(=O)N3CCOCC3)cn2C)c1 | i | 15
COc1ccc(C(=O)NCC(=O)N2CCCC(C)C2)cc1OC (centres undefined) | ? | .
COc1ccc(C2=C(N)c3ccccc3C2=O)cc1 | i | 15
O=C(CCc1ccccc1)Nc1ccccc1C(=O)NCc1ccco1 | 4% | -6
CCOc1ccc(N2CC(O)=C(c3ccccc3)C2=N)cc1 | ? | .
CCOc1ccc(Nc2nc(-c3sc(N)nc3C)cs2)cc1 | -12% | 3

15 compounds already listed, arranged by count of non-hydrogen atoms, lowest first:
SMILES | S3 lipid droplet | S3 lipid droplet cell count max
O=c1cc2c(n[nH]1)CCCC2 | 0.58µM* | -2.0*
COC(=O)CCSC(=S)N1CCOCC1 | -12% | -2
CC(C)(C)c1ccc(N2C(=N)SCC2=O)cc1 | 18% | 1
COc1ccc(C2=C(N)c3ccccc3C2=O)cc1 | i | 15
CCOc1ccc(N2CC(O)=C(c3ccccc3)C2=N)cc1 | ? | .
COc1ccc(C(=O)NCC(=O)N2CCCC(C)C2)cc1OC (centres undefined) | ? | .
O=C(CCC(=O)Nc1ccc(F)cc1)N/N=C/c1cccc(Br)c1 | ? | .
Cc1cc(-c2nc3ncccc3o2)ccc1NC(=S)NC(=O)C(C)C | ? | .
Cc1cccc(CNC(=O)c2cc(S(=O)(=O)N3CCOCC3)cn2C)c1 | i | 15
COc1ccc(N2CCN(S(=O)(=O)c3ccc4c(c3)OCCO4)CC2)cc1 | 22% | 7
O=C(Nc1ccccc1C(=O)N1CCCC1)C1CCN(c2ncccn2)CC1 | 9% | 18
COc1ccc(CN(C(=O)COc2ccccc2)c2ccccc2C(=O)O)cc1 | ? | .
Cc1ccc(S(=O)(=O)N2CCN(C(=O)Cc3ccc4c(c3)OCCO4)CC2)cc1C | ? | .
O=C(c1ccccc1)c1nn(-c2ccccc2)c2nnc(Cc3ccccc3)c(=O)n12 | -15% | -12
COc1ccc(-c2noc(N3CCC(C(=O)NCCCN4CC(C)CC(C)C4)CC3)n2)cc1 (centres undefined) | 2% | .

Next records follow:
SMILES | S3 lipid droplet | S3 lipid droplet cell count max
COc1ccc2sc(N(CCCN(C)C)C(=O)c3nc4ccccc4s3)nc2c1 | ? | .
CC(=O)NC1=NN(C(C)=O)C(C)(CS(=O)(=O)c2ccc(Cl)cc2)S1 (centres undefined) | 6% | -4
COc1ccc2c(c1)C1(Nc3ccccc3-c3nc4ccccc4n31)C(=O)N2C (centres undefined) | ? | .
CSc1nnc(-c2cnccn2)n1Cc1ccccc1 | 25% | .
CCCCOc1ccc(N(CC(=O)NCC2CCCO2)C(=O)CCC(=O)Nc2cc(C)ccn2)cc1 (centres undefined) | -2% | 4
NC(=O)c1nsc(C(=O)N(c2ccccc2)C(C(=O)NC2CCCC2)c2ccncc2)c1N (centres undefined) | i | -29
Cn1c(CNc2ccc(F)cc2)nc2ccccc21 | ? | .
CCCOc1ccc(N2C(=O)CC(NCC#N)C2=O)cc1 (centres undefined) | 1% | 3
CCc1ccc(-n2c(O)c(C=NCCN(CC)CC)c(=O)[nH]c2=O)cc1 | 0% | -14
CCCc1ccc(OCCNC(=O)c2ccco2)cc1 | i | -23
OC1(c2ccccc2)Cc2cccc[n+]2C1c1ccccc1 (centres undefined) | -2% | 33
CCCC(=O)Nn1cnc2c(c1=O)C1(CCCC1)Cc1ccccc1-2 | i | .
O=C(Nc1cccc(S(=O)(=O)c2cccc(NC(=O)c3ccco3)c2)c1)c1ccco1 | ? | .
COc1ccc(NC(=O)CSc2nnc(-c3ccco3)n2C)cc1 | 6% | 9
COc1cc(C2CC(=O)Oc3c2c(=O)n(C)c2ccccc32)ccc1O (centres undefined) | i | -1
Cc1c(NC(=O)C(C)Sc2ncnc3ccccc23)c(=O)n(-c2ccccc2)n1C (centres undefined) | ? | .
COc1ccc(Nc2cccc(Cl)c2)c(C(=O)O)c1 | 18% | 13
CCCCCCN1N=C(C)C(C(=O)c2ccc(Cl)cc2)C1=O (centres undefined) | ? | .
O=P1(c2ccccc2)C=Cn2c1cc1c2CCCC1 (centres undefined) | ? | .
O=C(Nc1ccncc1)c1ccc(NS(=O)(=O)c2cccc(F)c2)cc1 | ? | .
CN(C)c1nc(C(=O)Nc2ccccc2)nc(N(C)C)n1 | ? | .
O=C(Nc1cc2c(cc1Cl)OCCCO2)c1ccc(F)cc1 | 23% | 8
Cc1cc(NC(=O)Cn2nnc3sc4c(c3c2=O)CCC(C(C)(C)C)C4)no1 (centres undefined) | ? | .
CCCCCCC(C)n1cc(C(C)=O)c(=O)[nH]c1=O (centres undefined) | -10% | 20
CC1CC(C)(C)CC(=O)C1C(=O)c1ccccc1 (centres undefined) | ? | .

Continued.
SMILES | S3 lipid droplet | S3 lipid droplet cell count max
CCOc1ccc(C2NC(=O)c3ccccc3O2)cc1 (centres undefined) | ? | .
CC(=O)c1ccc(NC(=O)C2CCN(S(=O)(=O)c3cccnc3)CC2)cc1 | ? | .
CN1CCN(C(=O)c2cc3cc(Cl)ccc3[nH]2)CC1 | -5% | -9
O=C(O)c1ccc(-c2sc(Nc3ccccc3)n[n+]2-c2ccccc2)cc1 | ? | .
C/C(=N\OC(=O)c1ccc(C)cc1)c1c(C)nc2cc(C)ccn12 | -6% | -16
C/C(=N\Nc1cc(C)nc(NCc2ccccc2)n1)c1cccc([N+](=O)[O-])c1 | ? | .
Cc1c(N=C(N)/N=C(\N)Nc2ccc(Br)cc2)c(=O)n(-c2ccccc2)n1C | 6% | -2
COc1ccc(S(=O)(=O)N2CC(=O)Nc3ccccc32)cc1Cl | -9% | -8
Cc1cc(NC(=O)CSc2nc3cc(Cl)ccc3s2)no1 | i | 0
Cc1cc(=O)oc2cc(OCC(=O)N3CCN(c4ccc(F)cc4)CC3)ccc12 | ? | .
Cc1cc(C)c(S(=O)(=O)n2cc(C(C)C(N)C(=O)O)c3ccccc32)c(C)c1 (centres undefined) | 15% | 7
Cc1[nH]nc(Sc2ccccn2)c1[N+](=O)[O-] | 4% | 17
O=C(Nn1c(C2CCC2)nc2ccccc2c1=O)C1CCC1 | 12% | -2
